High-throughput results (PubChem BioAssay)
GSTO1 inh: GSTO1 inhibition, counter-screen for RBBP9 inhibitors. P78417. recombinant GSTO1, activity-based probe fluorescence polarization. inhibition, % at 5.96 µM. actives 1.1% (n = 300,000). AID 1974;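 active means inhibition above the campaign mean inhibition plus 3 SD, cut at about 35% in these data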;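 further: 0% = GSTO1-1 with DMSO and 100% = wells lacking GSTO1-1 enzyme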
PAFAH1B2 FP inh: inhibitors of human PAFAH1B2 | P68402 | inhibition, % at 3.39 µM | recombinant PAFAH1B2, FP-rhodamine activity probe, fluorescence polarization | actives 1.2% (n = 340,000) | AID 492953;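 active means inhibition above the mean of all tested compounds plus 3 SD, cut at about 24% in these data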;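 further: 0% = enzyme with DMSO and 100% = wells lacking PAFAH1B2; many of its hits are not listed in these tables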
LYPLA2 counter: blocks human lysophospholipase 2, a PME1 counter-screen; recombinant LYPLA2, FP-Rh probe fluorescence polarization; inhibition, % at 5.9 µM; actives 0.38% (n = 320,000); AID 2177;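 active means inhibition above the screen-wide mean plus 3 SD, limit set per campaign, cut at about 26% in these data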;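 further: 0% = LYPLA2 with DMSO and 100% = wells lacking LYPLA2 enzyme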
PAFAH1B3 inh: blocks human PAF acetylhydrolase 1B catalytic subunit 3 | Q15102 | recombinant PAFAH1B3, FP-rhodamine probe, fluorescence polarization | inhibition, % at 3.39 µM | actives 0.28% (n = 340,000) | AID 492972;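 active means inhibition above the screen-wide average of all tested compounds plus 3 SD, cut at about 25% in these data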;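 further: 0% = enzyme with DMSO only and 100% = wells lacking PAFAH1B3 protein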
Target sequence (Q15102 whole entry, looked up): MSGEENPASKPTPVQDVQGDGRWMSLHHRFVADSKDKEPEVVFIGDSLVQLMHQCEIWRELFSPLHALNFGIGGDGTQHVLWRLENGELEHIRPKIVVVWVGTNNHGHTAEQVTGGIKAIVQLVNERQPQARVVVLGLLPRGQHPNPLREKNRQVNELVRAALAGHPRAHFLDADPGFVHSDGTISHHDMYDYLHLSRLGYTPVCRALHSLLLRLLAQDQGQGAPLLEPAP
PREPL inh: inhibitors of human prolyl oligopeptidase-like enzyme PREPL; Q4J6C6; recombinant PREPL, fluorescence polarization activity-based probe; inhibition, % at 5.96 µM; actives 0.68% (n = 320,000); in the data active means inhibition above about 43%;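 further: 0% = enzyme with DMSO and 100% = wells lacking enzyme; many of its hits are not listed in these tables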
Target sequence (Q4J6C6 whole entry, looked up): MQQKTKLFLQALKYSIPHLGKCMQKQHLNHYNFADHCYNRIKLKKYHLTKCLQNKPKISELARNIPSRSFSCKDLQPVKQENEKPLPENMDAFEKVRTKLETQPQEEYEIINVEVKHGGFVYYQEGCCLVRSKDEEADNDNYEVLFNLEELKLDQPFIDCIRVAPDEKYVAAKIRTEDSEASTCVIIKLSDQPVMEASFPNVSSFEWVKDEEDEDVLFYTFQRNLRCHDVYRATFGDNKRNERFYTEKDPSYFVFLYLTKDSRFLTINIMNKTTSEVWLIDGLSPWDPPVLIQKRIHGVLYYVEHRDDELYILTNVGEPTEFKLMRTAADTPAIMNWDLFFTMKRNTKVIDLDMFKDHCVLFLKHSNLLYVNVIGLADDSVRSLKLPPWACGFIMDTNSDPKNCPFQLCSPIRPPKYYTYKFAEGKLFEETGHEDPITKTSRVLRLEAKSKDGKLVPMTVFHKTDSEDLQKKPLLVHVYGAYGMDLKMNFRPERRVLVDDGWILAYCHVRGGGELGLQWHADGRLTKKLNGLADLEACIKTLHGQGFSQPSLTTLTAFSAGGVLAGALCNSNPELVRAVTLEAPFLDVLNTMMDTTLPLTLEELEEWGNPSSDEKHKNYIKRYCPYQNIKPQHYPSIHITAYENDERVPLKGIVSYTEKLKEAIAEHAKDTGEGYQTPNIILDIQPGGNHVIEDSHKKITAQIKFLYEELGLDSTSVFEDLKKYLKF
pPAFAH inh: inhibitors of human plasma PAF acetylhydrolase (pPAFAH); Q13093; recombinant pPAFAH, FP-rhodamine probe fluorescence polarization; inhibition, % at 3.39 µM; actives 1.5% (n = 330,000);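 active means inhibition above the mean inhibition across the screen plus 3 SD, cut at about 25% in these data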;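 further: inhibitors block binding of the rhodamine activity-based probe so polarization drops; 0% = enzyme with DMSO and 100% = wells lacking pPAFAH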
PAFAH2 inh: PAFAH2 (human) inhibition. recombinant PAFAH2, FP-rhodamine activity probe, fluorescence polarization. inhibition, % at 3.39 µM. actives 0.99% (n = 340,000);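 active means inhibition above the mean over all tested compounds plus 3 SD, cut at about 30% in these data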;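 further: inhibitors block probe labeling of enzyme so polarization drops; 0% = enzyme with DMSO and 100% = wells lacking PAFAH2 protein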
PAD4 inh: PAD4 (human) enzyme inhibition. Q9UM07. recombinant PAD4, RCA probe fluorescence polarization. inhibition, % at 6.36 µM. actives 0.41% (n = 330,000). AID 485272;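 active means percent inhibition above a cutoff equal to the mean of all tested compounds plus 3 SD, cut at about 15% in these data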;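 further: 0% = PAD4 with RCA probe and DMSO and 100% = probe without PAD4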
LYPLA1 inh: LYPLA1 (human) inhibition in PME1 counter-screen; recombinant LYPLA1, FP-Rh probe fluorescence polarization; O75608; actives 0.16% (n = 320,000); AID 2174; inhibition, % at 5.9 µM;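 active means inhibition above the mean of all tested compounds plus 3 SD, set per campaign, cut at about 14% in these data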;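 further: inhibitors block serine hydrolase probe labeling of LYPLA1 so polarization falls; 0% = enzyme with DMSO and 100% = wells lacking LYPLA1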
The depositor's hits bear a star; / = no result given.

SMILES	GSTO1 inh	PAFAH1B2 FP inh	LYPLA2 counter	PAFAH1B3 inh	PREPL inh	pPAFAH inh	PAFAH2 inh	PAD4 inh	LYPLA1 inh
COc1ccc(NC(=S)N(Cc2ccc(N(C)C)cc2)Cc2ccco2)cc1	3.5	5.7	3.0	2.9	12.3	6.8	11.2	2.5	-1.9
COc1ccc(CNC(=O)CCCn2ncn3c(cc4occc43)c2=O)cc1	-14.8	2.0	-0.3	4.5	8.9	-0.6	-1.4	3.0	-1.1
Cc1onc(-c2ccccc2Cl)c1C(N)=O	-1.5	5.4	-3.9	9.9	-2.1	0.3	7.8	3.6	0.5
Fc1ccccc1NC(=S)N(CCCN1CCOCC1)Cc1cccnc1	10.1	-0.3	2.7	4.9	11.4	-3.3	-3.0	-5.8	-0.6
CC(C)(CNCc1ccccc1)NS(=O)(=O)c1ccc(Cl)cc1	/	11.6	/	5.3	-8.8	7.5	6.9	2.5	/
Cc1ccc2nc(SCC(=O)Nc3cccc(S(=O)(=O)NC4=NCCCCC4)c3)[nH]c2c1	13.0	6.5	2.6	10.7	-3.7	2.2	1.4	-0.4	0.0
Cc1ccc(NC(=O)CNC2CCCCC2)cc1Cl	1.6	0.2	5.4	4.0	6.0	-0.1	9.7	2.5	-0.4
Cc1nn(C)c(C(=O)NC(=S)Nc2ccccc2O)c1Cl	4.7	-2.6	1.3	-7.7	7.5	2.4	-3.9	3.8	-1.2
COc1ccc(C(=O)NC2CCN(C(=S)NCCc3ccccc3)CC2)cc1	-2.2	4.0	-3.9	8.8	-3.6	-0.6	-1.1	1.1	0.1
O=C(CO/N=C/c1ccccc1OC(F)F)NC1CCCCC1	6.2	3.7	4.9	-0.8	1.4	-1.5	-1.4	3.4	1.7
CC(C)n1ncc2c(C(=O)Nc3cccc(C#N)c3)cc(C3CC3)nc21	/	-2.8	-22.9	-5.0	6.3	-2.9	-9.0	-2.0	-18.9
O=C1CCCN1CCCNc1ncccc1[N+](=O)[O-]	8.4	6.9	0.4	1.4	9.5	4.4	-2.3	4.9	1.9
CC#CCN1c2ccccc2[C@]23C[C@@H](C(=O)OC)N(C(=O)NC(C)(C)C)C2=NC(C(=O)OC)=C(C(=O)OC)[C@H]13	7.0	-1.0	5.2	7.8	-1.7	2.1	-0.1	3.4	-1.0
CCN(CC)S(=O)(=O)c1cccc(C(=O)N/N=C2\CC(=O)CC(C)(C)C2)c1	0.7	1.2	6.7	10.9	5.8	4.8	4.4	-2.9	1.2
O=C(CSCc1ccc([N+](=O)[O-])cc1)Nc1cccc(C(=O)Nc2ccccc2C(=O)O)c1	-23.0	0.8	-6.7	-3.9	-6.1	-4.2	6.7	-1.4	-3.2
O=C(CCC1CCCCC1)NCCN1C2=NC[C@@H](Cc3ccccc3)N2C[C@H]1Cc1ccc(O)cc1	-7.1	1.8	-2.4	-8.3	-59.4	-3.0	8.1	-7.9	0.9
COc1cccc(C(=O)NC2CC3CCCC(C2)N3S(=O)(=O)c2ccccc2)c1 (stereo unspecified)	-5.6	-0.4	-0.8	-1.6	0.6	2.6	2.9	-3.2	0.8
COc1ccc(C(C(=O)NCC2CCCO2)N(C(=O)CNC(=O)c2ccco2)c2ccccc2)cc1OC (stereo unspecified)	-0.5	0.7	2.3	5.5	3.7	-1.4	-0.2	-0.7	5.9
Cc1ccc(/C(=N/Nc2ncnc3ccccc23)C(=O)O)cc1	13.4	0.7	-2.7	10.8	-1.1	-1.0	-0.7	1.4	1.3
COc1ccc(C=C2C=C(C(C)(C)C)C(=O)C(C(C)(C)C)=C2)cc1OC	0.1	0.0	-4.6	3.9	5.8	3.9	-10.7	-6.7	-1.4
O=C(Oc1ccccc1N1CCOCC1)c1ccccc1	-5.6	3.9	-1.5	3.1	2.2	0.6	3.4	-1.8	-0.6
Cn1cccc1/C=N/NC(=O)c1ccc[n+]([O-])c1	-4.7	-0.4	0.2	7.9	3.9	3.9	5.5	-2.7	-2.0
CNC[C@@H](Cc1ccccc1)NC[C@@H](CC1CCCCC1)NCCCc1ccccc1	0.4	-0.4	-4.1	2.2	13.8	2.7	1.7	2.9	1.7
Nc1nc(SCC(=O)Nc2ccc(Cl)c(S(=O)(=O)N3CCOCC3)c2)n[nH]1	2.5	0.7	1.7	2.1	-7.8	-4.4	4.8	1.0	0.9
CCCCCc1cc(=O)oc2c(C(CCN3CCCC(C)C3)c3ccc4c(c3)OCO4)c(OC)cc(OC)c12 (stereo unspecified)	-2.5	-0.9	-4.1	5.6	4.6	-2.3	-2.7	2.6	-2.1
SMILES	GSTO1 inh	PAFAH1B2 FP inh	LYPLA2 counter	PAFAH1B3 inh	PREPL inh	pPAFAH inh	PAFAH2 inh	PAD4 inh	LYPLA1 inh
CC(=O)c1cccc(NS(=O)(=O)c2ccc(-c3cc(C)no3)s2)c1	-1.6	5.4	1.5	8.1	-6.4	4.6	1.9	5.7	-1.1
Cc1cccc(C)c1NCc1n[nH]c(=S)n1-c1ccccc1	5.6	2.4	-3.5	5.7	6.8	0.6	1.8	4.8	0.2
COc1ccc(C(=O)OCCN2C(=O)c3ccccc3C2=O)cc1	1.5	0.9	4.0	-6.9	-2.3	-0.6	8.6	2.1	-1.7
CC(=O)NC(CC(=O)N(C)C1CCCCC1)c1ccccc1 (stereo unspecified)	2.0	-1.4	3.1	-0.2	-2.9	-0.1	6.1	2.4	0.5
Nc1nc2ccc(N3CCOCC3)cc2s1	8.9	1.2	-4.2	10.9	-2.5	0.1	-7.8	-0.2	-0.4
O=C(NN1C(=O)c2ccccc2NC1c1ccccn1)c1ccccc1 (stereo unspecified)	4.8	-1.4	5.5	8.2	7.9	4.1	-4.0	1.9	3.2
CCn1c(SCC(=O)Nc2ccc(OC)c(OC)c2)nc2c(c1=O)SCC2	-2.4	7.6	9.1	0.7	2.2	1.6	-4.4	5.1	1.7
COCc1cc(C)n(CC(=O)Nc2cc(C)cc(C)c2)c(=O)c1C#N	6.2	-3.2	3.9	10.6	11.5	-2.9	1.3	-1.4	2.1
C=CCO/N=C(/C)c1c(O)c(CC)c(-c2ccccc2)n(-c2ccccc2)c1=O	-1.0	7.9	4.7	-2.7	12.3	-0.1	0.2	1.3	2.8
CCOC(=O)c1[nH]c2c(c1-c1ccccc1)C(=O)CC(c1ccc(Cl)cc1)C2 (stereo unspecified)	-1.4	0.5	-4.6	4.2	8.5	-3.0	-3.0	8.0	0.7
Cc1nc(Nc2nc3ccccc3o2)nc(C)c1C(=O)Nc1ccc(F)cc1	6.2	-2.3	0.8	2.4	4.5	-0.7	0.2	-4.1	-1.6
O=Cc1ccc(OCc2nnc(-c3ccccc3Br)o2)cc1	-5.6	5.6	4.9	-7.2	0.9	5.5	-6.3	-0.1	0.3
CC(C)c1ccc(NC(=O)C2C3C=CC4(CN(CCCN5CCOCC5)C(=O)C24)O3)cc1 (stereo unspecified)	-3.6	1.2	4.3	10.0	1.7	2.7	4.8	0.4	3.5
N#Cc1ccc(Nc2ccccc2)c(N)c1	-12.0	-8.3	-0.7	-8.7	11.4	3.0	-11.8	-18.2	-3.3
CCOC(=O)c1c(CC(C)C)csc1/N=C/C1C(=O)CC(C)(C)CC1=O	6.2	9.1	-2.5	1.7	0.2	-0.7	6.1	-25.4	0.6
Brc1ccc(-c2cnc3n2CCCC3)cc1	-5.7	-0.1	4.3	8.6	7.1	-0.6	-3.4	-3.2	-0.1
COc1cc(C(C(=O)NC(C)(C)C)N(C(=O)CNC(=O)c2cccs2)c2cccnc2)cc(OC)c1OC (stereo unspecified)	1.1	4.2	2.5	4.8	1.6	2.6	3.0	-3.0	-1.1
Cc1ccc(C)c(OCC(=O)N2CCOCC2)c1	3.1	-1.4	-0.6	-3.6	0.5	3.7	4.7	1.3	-0.4
COc1ccc(CN2C(=O)CCCc3ccccc32)cc1	3.9	5.5	-1.9	1.3	0.4	-2.4	-9.9	0.3	-0.8
CCNCCC(=O)N1c2ccccc2Sc2ccc(C(F)(F)F)cc21	-0.5	-3.8	2.5	5.1	-29.4	3.6	-3.9	-4.0	2.9
O=C1CC(c2ccc(F)cc2)C(n2cncn2)C(O)=C1C1NCCc2ccccc21 (stereo unspecified)	3.1	0.6	2.7	-2.1	-5.9	2.4	8.3	-5.3	4.2
CCC(CC)C(=O)Nc1cccc(C(=O)Nc2ccc(OC)cc2[N+](=O)[O-])c1	1.3	1.9	2.0	3.9	3.8	6.2	-4.8	-5.3	-1.8
Cc1nc2scc(-c3ccco3)c2c(=O)n1/N=C/N(C)C	11.0	3.0	-2.6	2.1	15.1	-0.2	3.4	-6.9	1.6
Cc1ccc2nc(-c3cccc(NC(=O)c4ccc5c(c4)OCCO5)c3)oc2c1	-12.1	-6.3	-30.1	-17.0	-8.2	8.5	-14.0	-1.1	-34.5
O=C(NCC1CC1)c1cccc2c1C(=O)c1ccc(N3CCCC3)cc1S2(=O)=O	/	-16.6	/	-8.6	-5.9	-3.5	-8.5	-11.4	/
SMILES	GSTO1 inh	PAFAH1B2 FP inh	LYPLA2 counter	PAFAH1B3 inh	PREPL inh	pPAFAH inh	PAFAH2 inh	PAD4 inh	LYPLA1 inh
COc1ccc(C(=O)N/C(=C/c2cccc3ccccc23)C(=O)NCCc2c[nH]c3ccccc23)cc1OC	-3.6	-5.0	-8.2	-6.1	1.1	7.2	-1.8	-0.4	-9.7
CC(C)(C(=O)Nc1nccs1)c1ccccc1	1.0	9.3	7.7	3.5	2.7	5.0	3.4	-4.4	4.4
COc1ccc(S(=O)(=O)Nc2cccc(SC)c2)cc1OC	6.7	7.0	-2.8	5.5	1.9	4.0	6.5	1.1	-2.5
Cc1ccc(N2C(=O)C3C4CC(=O)C(c5ccccc54)C3C2=O)cc1 (stereo unspecified)	5.3	5.5	7.1	6.2	11.8	1.7	-3.3	0.5	-4.4
Cc1cccc(NC(=O)Cn2c(O)c(N=NC(=O)c3ccncc3)c3ccccc32)c1	24.6	0.4	11.8	3.9	35.6	0.2	4.1	1.2	1.9
CSc1nc(-c2ccc(F)cc2)cc(=O)[nH]1	6.0	4.8	8.4	-1.8	6.0	2.8	3.0	-1.4	5.2
Nc1nc(CSc2ccccn2)nc(Nc2ccccc2)n1	-1.9	6.1	-6.2	0.8	-3.0	3.3	1.9	-3.8	-1.3
CCC(CO)NCc1ccc(OC2CCCC2)cc1 (stereo unspecified)	-0.5	1.7	5.2	4.7	6.5	2.1	-5.5	-1.8	3.5
COc1cccc(N(CC(=O)N2CCCCCC2)S(C)(=O)=O)c1	9.9	1.7	0.1	11.0	-5.1	1.7	-3.4	0.5	0.2
O=C(OCC(=O)c1ccccc1Cl)C1=NN(c2ccccc2)C(=O)CC1	/	5.2	/	10.7	-4.2	8.5	8.8	-0.5	/
CC1CN(c2nc(Nc3ccccc3)nc(N)c2[N+](=O)[O-])CC(C)O1 (stereo unspecified)	-1.8	5.1	-0.1	4.3	14.5	0.2	2.9	-3.4	-2.9
CC(C)C(=O)N1CCN(c2ccccc2NC(=O)c2ccc([N+](=O)[O-])o2)CC1	22.7	-3.6	3.1	4.3	13.5	0.2	-4.0	-6.6	0.3

Some of the compounds tested, so the mix of outcomes need not match the whole.
